V1aR counter: counter-screen for oxytocin receptor agonists: human V1a receptor agonists | P37288 | CHO-V1R cells, Fluo-8 calcium fluorescence, agonist mode; 0% DMSO, 100% 3 nM vasopressin | activation, % at 3 µM | actives 0.25% (n = 320,000);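 active = activation above the mean activation of all tested compounds plus 3 SD, per screening run, cut at about 20% in these data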;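 note: signal is peak over basal fluorescence ratio across a 100 second FLIPR read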
CHO parental Ca: counter-screen for OX1R antagonists: effect in parental CHO cells. parental CHO-K1, ATP-induced calcium, Fluo-8 fluorescence. inhibition, % at 5.6 µM. actives 0.63% (n = 330,000);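 active = inhibition above that plate's mean sample inhibition plus 3 SD, cut at about 26% in these data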;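 note: 0% = ATP-challenged DMSO wells and 100% = DMSO wells without ATP; some compounds past the cut are filed as inactive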
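Assay system – parental CHO cells · Reagent – ATP stimulus · Detection – intracellular calcium via Fluo-8 no-wash fluorescent dye · Evaluation – percent inhibition of ATP-evoked calcium rise, normalized to controls · Controls – ATP wells versus no-ATP DMSO wells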
OXTR ag: activates the human oxytocin receptor | actives 0.32% (n = 320,000) | P30559 | CHO-OTR cells, Fluo-8 calcium fluorescence; normalized: DMSO 0%, oxytocin 100% | activation, % at 3 µM;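 active = activation above the mean of all tested compounds plus 3 SD, cutoff set per screening run, cut at about 20% in these data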;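 note: peak over basal fluorescence ratio from a 100 s FLIPR kinetic read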
Target sequence (P30559 whole entry, looked up): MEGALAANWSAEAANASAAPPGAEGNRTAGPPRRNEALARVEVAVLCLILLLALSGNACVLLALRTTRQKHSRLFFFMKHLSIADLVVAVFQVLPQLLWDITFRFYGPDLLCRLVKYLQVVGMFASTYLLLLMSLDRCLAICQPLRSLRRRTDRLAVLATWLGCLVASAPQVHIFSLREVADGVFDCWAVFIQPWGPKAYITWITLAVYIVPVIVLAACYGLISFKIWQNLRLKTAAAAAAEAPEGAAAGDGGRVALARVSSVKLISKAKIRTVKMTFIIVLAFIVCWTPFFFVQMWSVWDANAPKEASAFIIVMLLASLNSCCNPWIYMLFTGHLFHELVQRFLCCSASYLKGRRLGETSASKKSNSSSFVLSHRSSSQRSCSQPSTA
CHRM1 PAM: positive allosteric modulators of human M1 muscarinic receptor | P11229 | CHO-K1 hM1, Fluo-8 calcium fluorescence, ACh EC20; 0% = ACh EC20, 100% = maximal ACh | activation, % at 3 µM | actives 0.088% (n = 360,000) | AID 588819; in the data active = activation above about 19%, passing the limit was not always enough
Target sequence (P11229 whole entry, looked up): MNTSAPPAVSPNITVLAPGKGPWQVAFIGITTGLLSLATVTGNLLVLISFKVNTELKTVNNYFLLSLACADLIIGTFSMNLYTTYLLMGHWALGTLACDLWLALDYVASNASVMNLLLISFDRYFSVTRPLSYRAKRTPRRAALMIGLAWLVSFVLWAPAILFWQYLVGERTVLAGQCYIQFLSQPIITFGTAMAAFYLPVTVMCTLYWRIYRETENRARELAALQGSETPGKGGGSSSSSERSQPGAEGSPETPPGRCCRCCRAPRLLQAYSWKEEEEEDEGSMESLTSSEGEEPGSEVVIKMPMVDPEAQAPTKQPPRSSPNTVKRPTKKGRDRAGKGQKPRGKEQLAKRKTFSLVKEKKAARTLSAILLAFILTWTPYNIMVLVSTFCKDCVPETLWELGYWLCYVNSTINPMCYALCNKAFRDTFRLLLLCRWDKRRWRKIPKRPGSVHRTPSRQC
TAAR1 antag: human TAAR1 antagonism; Q96RJ0; CHO RD-HGA16 TAAR1, Fluo-8 calcium fluorescence, antagonist; inhibition, % at 3 µM; actives 1.5% (n = 360,000);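 active = inhibition above a per-plate cutoff, the mean inhibition of test compounds on that plate plus 3 SD, cut at about 49% in these data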;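 note: 0% = DMSO plus EC80 beta-PEA response and 100% = DMSO alone without agonist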
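Material: CHO RD-HGA16 cells bearing hTAAR1; compound dosing: one-point dosing, 3 µM nominal final; schedule: dye loading 75 min at 37 °C, then 30 min room temperature; measured by: calcium fluorescence with Fluo-8; control set: vehicle and agonist controls; replication: n of 1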
M1 ag: agonists of human M1 muscarinic receptor. P11229. CHO-K1 hM1, Fluo-8 calcium fluorescence, agonist mode; 0% DMSO, 100% acetylcholine EC100. activation, % at 3 µM. actives 0.33% (n = 360,000);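 active = activation above the run's mean compound activation plus 3 SD, cut at about 16% in these data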;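 note: peak over basal fluorescence ratio within a 140 s kinetic read after compound addition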
OXTR potentiator: potentiates the human oxytocin receptor response. CHO-OTR cells, Fluo-8 calcium fluorescence, potentiator mode; 0% = oxytocin EC15, 100% = EC100. activation, % at 3 µM. P30559. actives 0.061% (n = 320,000);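 active = activation above that plate's cutoff, the mean activation of tested compounds plus 3 SD, cut at about 6.6% in these data, passing the limit was not always enough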;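 note: 100% uses oxytocin at 75 nM as the full agonist control; some results filed as inactive read as strong as hits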
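Assay system: CHO cell line stably expressing human OTR | Also added: Oxytocin at about EC15, sub-maximal agonist stimulus | Times: Compound 6 min at room temperature before oxytocin, 100 s read | Measured by: Fluo-8 intracellular calcium fluorescence, ex 470-495, em 515-575 nm | Controls: EC15 oxytocin alone as 0%, 75 nM oxytocin as 100%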
M1 antag: blocks human M1 muscarinic receptor. P11229. CHO-K1 hM1, Fluo-8 calcium fluorescence, ACh EC80 antagonist. inhibition, % at 3 µM. actives 1.3% (n = 360,000);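 active = percent inhibition above its own plate's cutoff, namely the mean of that plate's compound wells plus 3 SD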;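 note: peak over basal fluorescence ratio during 140 s after agonist addition; 0% = ACh EC80 plus DMSO and 100% = DMSO alone without agonist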
TAAR1 agonist: human TAAR1 agonism. Q96RJ0. CHO RD-HGA16 TAAR1, Fluo-8 calcium fluorescence; vehicle wells 0%, saturating PEA agonist 100%. activation, % at 3 µM. actives 0.99% (n = 360,000). AID 624467;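 active = activation above the mean activation of all test compounds in the run plus 3 SD, cut at about 38% in these data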
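System: CHO RD-HGA16 cells carrying human TAAR1 plus Gα16; Incubation: 17-24 h seeding, 75 min 37 °C dye, 30 min RT; Measured by: Fluo-8 fluorescence, 5 s baseline then 140 s kinetic read; Control set: DMSO and PEA EC100; Replication: single well for each compound.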
* marks the source's active call; other numbers are inactive results; / = not tested or not shown.

Short forms: A = V1aR counter; B = CHO parental Ca; C = OXTR ag; D = CHRM1 PAM; E = TAAR1 antag; F = M1 ag; G = OXTR potentiator; H = M1 antag; I = TAAR1 agonist
CCCc1nc(SCC(=O)N2CCC(Cc3ccccc3)CC2)c2c(=O)n(C)c(=O)n(C)c2n1
  A: 0.3; B: -32; C: -1.4; D: 1; E: 27; F: 0; G: -6; H: -6; I: 5
Cc1ccc(Nc2nc(N)nc(CCl)n2)c(C)c1
  A: 0.1; B: -3; C: -1.5; D: 7; E: -12; F: -4; G: -6; H: -5; I: 1
O=C(NCc1ccco1)C1CCN(S(=O)(=O)c2ccc(-n3cnnn3)cc2)CC1
  A: 0.0; B: -9; C: -1.1; D: 1; E: 4; F: -2; G: -15; H: -1; I: 5
Cc1ccccc1NC(=O)C12CC3CCC1(C)C3(C)CO2 (stereo not drawn)
  A: -1.3; B: -13; C: -1.2; D: 8; E: 3; F: -5; G: -6; H: -6; I: 6
CC1Oc2ccccc2N(CC(=O)NC2CCCCC2)C1=O (stereo not drawn)
  A: -0.3; B: -12; C: -0.6; D: 18; E: 9; F: 1; G: -4; H: -3; I: 2
COc1ccc(C(CC(=O)O)NC(=O)OC(C)(C)C)cc1 (stereo not drawn)
  A: -0.7; B: -2; C: -0.3; D: 3; E: -6; F: -2; G: -1; H: -18; I: 2
CC(C)(C)CN1C(=O)C(=O)NC[C@H]1Cc1cccc2ccccc12
  A: -0.7; B: -10; C: 0.6; D: 4; E: -11; F: -3; G: -2; H: -7; I: 5
COc1ccccc1CNC(=O)C(NS(=O)(=O)c1ccc2c(c1)oc(=O)n2C)C(C)C (stereo not drawn)
  A: -0.3; B: -15; C: -0.4; D: 17; E: -5; F: 5; G: 2; H: -22; I: 1
CCN(Cc1ccccc1)C(=O)Cn1c(C(C)O)nc2ccccc21 (stereo not drawn)
  A: 0.3; B: -9; C: 0.5; D: 5; E: -10; F: -1; G: -6; H: -8; I: 1
Cc1noc(C)c1C(=O)N1CCN(S(=O)(=O)c2cccs2)CC1
  A: -0.4; B: -4; C: 0.2; D: 6; E: -14; F: -6; G: -5; H: -11; I: 2
Oc1cc(Br)ccc1C=Nc1ccc(N2CCCCC2)cc1
  A: -0.3; B: -11; C: 0.0; D: 7; E: -19; F: -3; G: -11; H: -14; I: 5
CCOc1cc(C=O)ccc1OCC(=O)N1CCCC1
  A: -0.5; B: -9; C: -0.6; D: 11; E: -10; F: 1; G: -11; H: -11; I: 5
Cc1ccc(S(=O)(=O)N2[C@@H](c3ccccc3F)C(C(=O)O)=CC[C@H]2c2cccc(C)c2)cc1
  A: -0.2; B: -13; C: -1.1; D: 9; E: -14; F: -3; G: -4; H: -9; I: 3
CCN1C(=O)[C@H]2[C@@H](c3ccc(C)cc3)N3C(=O)N(c4ccc(C)cc4)C(=O)[C@@]3(C)[C@H]2C1=O
  A: 0.9; B: -16; C: -0.3; D: 13; E: -6; F: -4; G: -10; H: -9; I: 10
COc1ccc(C(=O)c2coc3ccc(OC(C)=O)cc23)cc1
  A: -0.6; B: -11; C: -1.4; D: 11; E: 10; F: 7; G: 4; H: -3; I: 1
COc1ccc(CC2(CO)CCN(Cc3cnn(C)c3)CC2)cc1
  A: /; B: /; C: /; D: 8; E: 13; F: -5; G: /; H: 2; I: 8
CCOC(=O)COc1nc(-c2ccccc2)cc(-c2ccco2)c1C#N
  A: 2.2; B: -30; C: -0.3; D: -22; E: 1; F: -5; G: -12; H: 40*; I: 13
COc1cc(C(=S)N2CCOCC2)ccc1OS(=O)(=O)c1ccc(NC(C)=O)cc1
  A: 7.1; B: -6; C: 5.9; D: -1; E: 3; F: -2; G: -15; H: -3; I: 8
Cc1c(C#N)c2ccccc2n1C
  A: -0.1; B: -34; C: -1.4; D: 3; E: 1; F: -4; G: -15; H: -1; I: 9
O=C(CCN=C1NS(=O)(=O)c2ccccc21)OCc1ccccc1
  A: 3.3; B: 25; C: 1.2; D: -3; E: -17; F: -1; G: -9; H: -3; I: 1
COc1ccc(NS(=O)(=O)c2cccc(C(=O)N3CCN(Cc4cc(OC)ccc4OC)CC3)c2)cc1
  A: 3.8; B: -25; C: 2.1; D: 6; E: -1; F: 2; G: -9; H: -15; I: 10
O=C(c1ccc([N+](=O)[O-])cc1)N1CCSC1c1ccccc1 (stereo not drawn)
  A: -0.6; B: -20; C: -1.9; D: -7; E: -1; F: -14; G: -6; H: -3; I: 1
COc1ccc(C(=O)COC(=O)CCN=C2NS(=O)(=O)c3ccccc32)c(OC)c1
  A: 2.3; B: -21; C: 0.4; D: -2; E: -5; F: 1; G: -4; H: 9; I: 5
CCSCCOC(=O)C1=C(C)NC(=O)NC1c1ccc2c(c1)OCO2 (stereo not drawn)
  A: 0.3; B: 13; C: -0.2; D: 5; E: -7; F: -5; G: -5; H: -4; I: 1
COc1ccc(NC(=O)c2nc[nH]c2C(=O)NCC(=O)OC(C)(C)C)cc1
  A: -0.4; B: -16; C: -0.6; D: -8; E: 15; F: -6; G: -9; H: 9; I: 9

Next section
Short forms: A = V1aR counter; B = CHO parental Ca; C = OXTR ag; D = CHRM1 PAM; E = TAAR1 antag; F = M1 ag; G = OXTR potentiator; H = M1 antag; I = TAAR1 agonist
COc1cccc(NC(=O)Cc2csc(NC(=O)Nc3ccccc3OC)n2)c1
  A: -0.5; B: 16; C: -0.7; D: -3; E: 56*; F: -3; G: -11; H: 8; I: 12
CCOC(=O)N1CCN(CC(=O)Nc2c(C(=O)OC)[nH]c3ccccc23)CC1
  A: 0.2; B: -5; C: 0.9; D: -10; E: 1; F: 1; G: -2; H: 18; I: 3
CC(NC(=O)Cn1cnc([N+](=O)[O-])n1)c1ccccc1 (stereo not drawn)
  A: 0.0; B: -1; C: -0.4; D: 4; E: -12; F: -5; G: -9; H: -6; I: 7
CN(Cc1c(C(=O)N/N=C/c2cccc(F)c2)nnn1-c1nonc1N)C1CCCCC1
  A: 1.0; B: -5; C: -0.4; D: 9; E: 6; F: -2; G: -3; H: -8; I: 0
CCOc1ccc(OCC(=O)N2CCC3(CC2)CC(=O)c2ccccc2O3)cc1
  A: 0.9; B: 2; C: 0.5; D: 2; E: -40; F: -5; G: -9; H: -2; I: 4
COc1ccc(C2=CC3=C(Br)C(=O)C(C)(OC(=O)c4cccs4)C(=O)C3=CO2)cc1 (stereo not drawn)
  A: 1.4; B: -8; C: -0.9; D: 8; E: 13; F: 0; G: -2; H: -1; I: 10
Cc1ccc(N2CCN(S(=O)(=O)N3CCCCCC3)CC2)cc1Cl
  A: 1.1; B: -5; C: -0.9; D: -2; E: 3; F: -5; G: -9; H: 2; I: 2
COc1ccc(/C=C/C(=O)Nc2cccc(S(=O)(=O)N3CCOCC3)c2)cc1OC
  A: /; B: /; C: /; D: 13; E: 14; F: -4; G: /; H: -21; I: 5
O=C(Cc1ccccc1)NCCSCc1ccccc1
  A: -0.1; B: -9; C: -1.7; D: 6; E: -3; F: -7; G: 4; H: -1; I: 3
CCc1nnc(NC(=O)CSc2nnc(C3CCCCC3)n2-c2cccc(Cl)c2)s1
  A: 1.0; B: -15; C: -2.3; D: 10; E: -1; F: 0; G: -22; H: -3; I: -2
CCN(CC(=O)N1CCC(C(N)=O)CC1)S(=O)(=O)c1cc(Cl)ccc1Cl
  A: /; B: /; C: /; D: 9; E: -6; F: -4; G: /; H: -5; I: 0
CCOC(=O)C1(CC)NC(c2ccc(OC)c(OC)c2)C2C(=O)N(c3cccc(C(C)=O)c3)C(=O)C21 (stereo not drawn)
  A: 0.3; B: -13; C: 1.8; D: 3; E: 30; F: 0; G: -8; H: 0; I: 12
CCc1sc(C(=O)N2CCN(CC(=O)Nc3cccc(F)c3)CC2)cc1C
  A: 2.2; B: -32; C: -1.4; D: 1; E: -20; F: -5; G: -10; H: -7; I: 9
CN(CC(=O)Nc1ccc(F)cc1)C(=O)COC(=O)CNC(=O)c1ccc(Cl)cc1Cl
  A: -0.3; B: -7; C: -0.2; D: 10; E: -14; F: -2; G: -10; H: -7; I: 1
O=S(=O)(Nc1ccc(-n2cccc2)cc1)c1ccc(Cl)cc1Cl
  A: -0.1; B: 29; C: -1.8; D: 2; E: 36; F: -2; G: -23; H: 3; I: 20
Cn1c(Cl)c(/C=N/OC(=O)C(C)(C)C)c2ccccc21
  A: -1.3; B: -8; C: -2.7; D: 6; E: 10; F: -4; G: -4; H: -5; I: 2
CCc1nc(SCC(=O)N2CCCCCC2)c2c(=O)n(C)c(=O)n(C)c2n1
  A: 0.9; B: -6; C: 1.0; D: 5; E: 2; F: -5; G: -12; H: -8; I: 2
NC(=O)C1CCN(C(=O)CCSc2ccc(Cl)cc2)CC1
  A: 1.0; B: -11; C: 0.2; D: 0; E: 12; F: -6; G: -4; H: 2; I: 6
